STAT3 act: STAT3 signaling activation. U3A cells, IL-6 STAT3-luciferase reporter, luminescence; 100% = signal with IL-6 EC80 alone. activation (% of control), % at 5.6 µM. hit rate 0.91% among 190,000;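 active = activation above the screen-wide mean of compound activation plus 3 SD, cut at about 130% in these data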;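 also: 0% = background luminescence of wells with medium and substrate only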
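system = STAT3-luciferase reporter U3A cells | reagent = IL-6 stimulus at 33 ng/mL final | timing = 1 h compound pre-exposure, 6 h IL-6 stimulation, 37 °C | measured by = luminescence | evaluation = % activation versus median of IL-6-stimulated wells | control set = IL-6-only wells as 100% reference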
NF-kB neuron act: NF-kB expression increase, human neuronal cells | hit rate 1.6% among 190,000 | AID 1239 | NF-kB reporter expression; stronger effect = higher value | fold change at 12.5 µM; in the data active = fold change above about 3.3
STAT1 blocker: STAT1 signaling inhibition | NIH 3T3 STAT1-luciferase reporter, IFN-gamma, luminescence | inhibition, % at 5.5 µM | hit rate 0.35% among 200,000 | AID 920;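 active = inhibition above a set limit, the mean inhibition across all tested compounds plus 3 SD, cut at about 34% in these data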;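 also: 0% = IFN-gamma with DMSO and 100% = IFN-gamma with 300 µM nifuroxazide; values of inactives mirror those of a sister screen read the other way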
STAT3 inh: reduces IL-6 driven STAT3 reporter signal | U3A cells, IL-6 STAT3-luciferase reporter, luminescence; host cell line lacks STAT1 | inhibition, % at 5.5 µM | hit rate 0.89% among 190,000;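 active = inhibition above the mean inhibition across all screened compounds plus 3 SD, cut at about 44% in these data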;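 also: 0% = DMSO only wells and 100% = 100 µM nifuroxazide control wells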
RAM inhibit: blocks the yeast RAM network; S. cerevisiae dse1pr::URA3 reporter, 5-FOA growth OD615, 2 d; analog-sensitive cbk1-as2 kinase mutant strain; hit rate 1.8% among 190,000; inhibition, % at 50 µM;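 active = inhibition above a set limit, 3 SD over mean compound inhibition, cut at about 8.4% in these data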;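 also: 0% = DMSO-only wells with no growth and 100% = 10 µM 1-NA-PP1 full growth; inhibition rescues growth on 5-FOA so higher OD means more RAM inhibition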
APP transl inh: APP translation inhibition; hit rate 0.82% among 190,000; SH-SY5Y APP 5'UTR-luciferase reporter, luminescence; inhibition, % at 2 µM;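 active = inhibition above a set limit, derived from the sample mean plus 3 SD, cut at about 45% in these data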; also: values of inactives mirror those of a sister screen read the other way
STAT1 activator: increases IFN-gamma driven STAT1 reporter signal; NIH 3T3 STAT1-luciferase reporter, luminescence; 100% = IFN-gamma alone, no compound; activation (% of control), % at 5.5 µM; hit rate 2.6% among 200,000; AID 932;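 active = activation above the screen-wide mean activation plus 3 SD, cut at about 130% in these data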;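 also: raw ratio to IFN-gamma control signal so 100% means no change and 0% no light; values of inactives mirror those of a sister screen read the other way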
APP 5'UTR act: APP 5'UTR luciferase reporter activation; SH-SY5Y APP 5'UTR luciferase reporter, luminescence; zero percent = DMSO vehicle wells; activation, % at 2 µM; hit rate 1% among 190,000; AID 1276;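 active = activation above a set limit, based on mean plus 3 SD of controls, cut at about 140% in these data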; also: values of inactives mirror those of a sister screen read the other way
FLuc inh counter: counter-screen for luciferase assay inhibitors: firefly luciferase inhibition. ATPLite firefly luciferase biochemical luminescence, 10 min. inhibition, % at 10 µM. hit rate 1.5% among 200,000;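 active = inhibition above about 50% when tested at 10 µM, limit read from the data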
Target sequence (P08659 whole entry, looked up): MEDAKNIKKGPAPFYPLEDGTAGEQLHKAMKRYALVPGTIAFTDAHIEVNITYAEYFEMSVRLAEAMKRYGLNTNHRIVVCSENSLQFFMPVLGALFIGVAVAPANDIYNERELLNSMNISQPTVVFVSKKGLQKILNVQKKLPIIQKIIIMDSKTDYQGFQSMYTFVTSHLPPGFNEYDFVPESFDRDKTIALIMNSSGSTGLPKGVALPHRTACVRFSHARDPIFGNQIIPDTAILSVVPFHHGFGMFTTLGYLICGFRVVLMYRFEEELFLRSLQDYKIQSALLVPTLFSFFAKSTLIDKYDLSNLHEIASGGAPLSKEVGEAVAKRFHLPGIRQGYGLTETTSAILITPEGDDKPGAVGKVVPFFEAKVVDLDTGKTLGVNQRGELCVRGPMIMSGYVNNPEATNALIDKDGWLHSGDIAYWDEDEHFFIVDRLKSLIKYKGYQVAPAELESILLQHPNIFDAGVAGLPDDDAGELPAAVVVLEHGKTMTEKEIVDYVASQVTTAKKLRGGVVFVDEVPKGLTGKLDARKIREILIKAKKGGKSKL
Hsp70 act: switches on Hsp70 transcription | activation, % at 10 µM | HeLa Hsp70 promoter luciferase reporter, luminescence; scaled: vehicle 0, proteasome-inhibitor control 100% | hit rate 0.04% among 200,000 | AID 1203;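 active = activation above the mean across all tested compounds plus 3 SD, cutoff set per campaign, cut at about 5.5% in these data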;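 also: 100% = MG132 at 30 µM as the positive control and 0% = DMSO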
* hit, by the source's call; x = no result given. Hits appear at their usual frequency; about 7.7% have a hit in one of these screens.

The opening 6 entries, to show the layout:
SMILES	STAT3 act	NF-kB neuron act	STAT1 blocker	STAT3 inh	RAM inhibit	APP transl inh	STAT1 activator	APP 5'UTR act	FLuc inh counter	Hsp70 act
O=C(N/C=C/c1ccccc1)Nc1ccc(Cl)cc1	95	1.3	-45	7	0.9	-58	141*	58	6	-0.2
CCn1c(SCc2nc(-c3cccs3)no2)nnc1-c1c[nH]c2ccccc12	93	0.78	-5	8	3.4	-14	104	14	-2	-0.4
Cc1nc2nc(C)c(CCC(=O)O)c(C)n2n1	100	1	1	-3	3.1	-6	99	6	0	-0.2
Nc1ccc(S(=O)(=O)O)cn1	103	1.1	-7	-3	2.2	9	105	-9	-4	-0.3
O=C(NCc1cccs1)c1cc(-c2ccncc2)nc2ccc(Br)cc12	105	0.73	-1	-1	-1.4	5	98	-5	-5	-0.5
COC(=O)[C@@H]1CCCN1Cc1c(C(=O)N2CCOCC2)nc2c(C)cccn12	108	0.95	-7	-4	0.5	-13	106	13	-5	-0.4

Main list, previewed entries included:
SMILES	STAT3 act	NF-kB neuron act	STAT1 blocker	STAT3 inh	RAM inhibit	APP transl inh	STAT1 activator	APP 5'UTR act	FLuc inh counter	Hsp70 act
O=C(N/C=C/c1ccccc1)Nc1ccc(Cl)cc1	95	1.3	-45	7	0.9	-58	141*	58	6	-0.2
CCn1c(SCc2nc(-c3cccs3)no2)nnc1-c1c[nH]c2ccccc12	93	0.78	-5	8	3.4	-14	104	14	-2	-0.4
Cc1nc2nc(C)c(CCC(=O)O)c(C)n2n1	100	1	1	-3	3.1	-6	99	6	0	-0.2
Nc1ccc(S(=O)(=O)O)cn1	103	1.1	-7	-3	2.2	9	105	-9	-4	-0.3
O=C(NCc1cccs1)c1cc(-c2ccncc2)nc2ccc(Br)cc12	105	0.73	-1	-1	-1.4	5	98	-5	-5	-0.5
COC(=O)[C@@H]1CCCN1Cc1c(C(=O)N2CCOCC2)nc2c(C)cccn12	108	0.95	-7	-4	0.5	-13	106	13	-5	-0.4
N#Cc1cc2c(nc1SC1CC(=O)N(c3ccccc3)C1=O)CCC2 (stereo not drawn)	48	0.5	26	64*	1.0	27	75	-27	-1	-0.5
COc1cc(/C=C2\SC(=N)N(c3ccc4c(c3)OCO4)C2=O)cc(OC)c1O	103	1.2	1	-6	3.8	-5	102	5	-2	-0.3
Cc1ccccc1S(=O)(=O)Cc1ccc(C(=O)N2CCN(c3ccc(F)cc3)CC2)o1	90	0.52	3	16	1.8	5	97	-5	-11	-0.3
CSc1nc2ncc(C(=O)O)c(N)n2n1	94	1.1	3	11	0.9	12	97	-11	0	-0.4
O=C1CCCc2ccccc2N1	97	1.2	8	14	-0.4	24	92	-24	3	0.1
O=C(c1ccc(=O)oc1)N1CCCc2ccccc21	120	0.55	-12	-18	2.6	-25	111	25	0	-0.1
CC(=O)O[C@H]1C2OC(=O)C(C)=C2[C@@H]2OC(=O)[C@]3(CCC4OC41C)OC23 (stereo partly drawn)	96	1.2	15	2	2.2	-5	86	5	-4	-0.3
CCCCNS(=O)(=O)c1ccc2nc(-c3cccnc3)cc(C(=O)NC(C)CC)c2c1 (stereo not drawn)	105	1	0	-6	0.1	-13	100	13	-6	0.2
Cc1cc(OC(=O)C2CC2)c([N+](=O)[O-])c(=O)[nH]1	102	1.1	-4	4	2.4	10	102	-10	-4	-0.2
COc1ccc2c(c1)c1ncn(Cc3ccco3)c(=O)c1n2C	98	0.87	2	9	4.7	-9	98	9	1	0.5
CS(=O)(=O)N(CC(=O)N1CCN(c2ccccc2F)CC1)c1cc(C(F)(F)F)ccc1Cl	98	0.77	12	4	1.3	4	89	-5	-1	-0.3
CCCc1nnc(NC(=O)CSc2ncn[nH]2)s1	97	1.1	0	6	0.3	-6	100	6	-6	-0.2
CCN(CC)S(=O)(=O)c1cccc(C(=O)NN2Cc3ccccc3C2=N)c1	102	1.2	1	-7	0.2	11	99	-11	3	-0.2
CC(C)OC(=O)C1C(=O)CC(C)(O)C(C(=O)OC(C)C)C1c1ccc([N+](=O)[O-])cc1 (stereo not drawn)	100	0.99	4	4	1.3	-8	96	8	-6	-0.2
O=S(=O)(c1ccccc1)c1nc(Nc2ccccc2N2CCOCC2)sc1Cl	105	0.86	6	-4	2.4	-4	94	4	-4	0.0
O=C(NCc1cccs1)c1cc2c(s1)CS(=O)(=O)C2	99	1	-2	5	1.9	7	102	-7	-14	-0.2
COc1ccc(NC(=S)N(CCN(C)C)C(C)c2ccco2)cc1 (stereo not drawn)	96	1	-6	2	0.3	-13	105	13	-3	-0.2
COc1ccc2nc(N3CCCC(C(=O)NCCCN4CCN(C)CC4)C3)sc2c1 (stereo not drawn)	98	1.1	-13	5	0.7	-20	112	20	35	0.0
CCC(C)NC(=O)CSc1nnc(-c2cc(-c3cccs3)nc3ccccc23)o1 (stereo not drawn)	89	0.99	0	18	5.4	-4	100	4	-4	-0.4
Additional results.
SMILES	STAT3 act	NF-kB neuron act	STAT1 blocker	STAT3 inh	RAM inhibit	APP transl inh	STAT1 activator	APP 5'UTR act	FLuc inh counter	Hsp70 act
CCCc1cc(=O)oc2cc(C)c(CN3CCCC3)c(O)c12	106	1.1	-1	-3	-0.2	7	103	-7	-10	-0.2
Cc1ccc(-n2c(-c3ccccc3)n[nH]c2=S)cc1	99	1.1	2	6	2.3	-4	99	4	8	-0.2
C/C(N)=N\S(=O)(=O)c1ccc(Cl)cc1	104	1.3	1	-2	0.9	2	99	-2	-8	-0.2
CCNC(=S)N1CCN(C(=O)C(Cc2ccccc2)NC(C)=O)CC1 (stereo not drawn)	93	1.4	1	14	-0.4	-30	97	30	7	-0.2
O=C(Nc1ccccc1C(F)(F)F)c1cc(-c2ccccc2O)on1	106	1.5	29	-1	1.2	-50	72	50	1	0.5
O=S(=O)(CCc1nc2ccccc2[nH]1)c1ccc(Br)cc1	103	1	-2	-4	1.4	-24	102	24	-5	-0.3
O=C(Nc1ccccc1C(=O)NCc1cccnc1)c1ccco1	106	1.1	-3	-9	1.2	-4	103	4	-1	-0.5
COc1ccc(-c2nnc(SCC(=O)Nc3cc(S(=O)(=O)N4CCCCC4)ccc3Cl)n2N)cc1	109	0.77	-6	-14	4.5	13	105	-13	2	-0.5
CCn1c(CNC(=O)c2ccco2)nnc1SCC(=O)c1ccccc1	103	0.92	1	-1	-0.7	4	98	-4	-3	-0.1
O=C(COc1ccc(Br)cc1)NCCO	108	1	-7	-9	2.4	0	106	0	-4	-0.5
CCn1c(N2CCN(S(=O)(=O)c3ccc(F)cc3)CC2)nc2ccccc21	91	0.79	14	14	2.9	3	85	-3	-3	-0.4
O=C(CCN1C(=O)c2ccccc2C1=O)NCc1ccco1	98	1	-5	0	0.8	7	104	-7	-5	-0.3
Cc1ccc2nc(NC3=NCN(Cc4ccc5c(c4)OCO5)CN3)nc(C)c2c1	100	x	8	5	x	94*	93	-94	x	-0.4
CCn1c(C)csc1=NC(=O)c1ccccc1	92	1.3	-1	18	-0.8	-20	101	20	13	0.0
Cn1c(=O)c2c(nc3n2CCS3)n(C)c1=O	104	1.1	-1	1	0.1	-17	101	17	-4	-0.5
CCOc1cc(C)nc(N2CCC(C(=O)Nc3ccccc3OCC)CC2)n1	99	1	-2	5	1.0	6	102	-6	-8	-0.1
Cc1ccc(C(=O)c2ccccc2C(=O)O)c(O)c1	99	0.94	2	8	0.7	-19	99	19	-7	-0.6
COc1cc2c(cc1NC(=O)CN(C)Cc1ccc(OC)c(OC)c1)oc1ccccc12	88	0.76	7	10	-0.5	13	93	-13	-8	-0.3
CCCNC(=O)C(Sc1ccccc1)c1ccccc1 (stereo not drawn)	102	1	5	0	2.6	11	96	-11	-11	-0.3
CC(=O)Nc1cccc(OCc2c(F)cccc2Cl)c1	90	0.91	5	17	-0.2	6	94	-6	1	0.2
O=C(O)CNC(=O)c1ccc2c(c1)OCCO2	95	1.5	3	13	-1.5	-5	97	5	-1	-0.3
CCOC(=O)Cn1nc(C)c(NC(=O)COc2cccc(Cl)c2)c1C	96	1.1	11	9	1.3	1	91	-1	-8	-0.1
COC(=O)N/N=C/c1sc(N2CCCCC2)nc1-c1cccs1	94	0.89	1	10	5.8	-1	99	1	8	-0.1
Cc1cc(C)n2nc(C(=O)Nc3ccc4c(c3)CCC4)nc2n1	91	2.4	-18	16	2.3	-37	117	37	52*	0.1
O=C(CCN1CCN(c2ccccc2)CC1)NNC(=S)Nc1ccccc1Cl	94	1	-4	14	0.4	-5	102	5	-7	-0.1
Cc1cc2cc3c(cc2nc1SCC(=O)N1CCN(C(=O)c2ccco2)CC1)OCO3	102	x	1	5	x	15	99	-15	-4	-0.3
CN(/N=C/c1ccncc1)c1cnc2ccccc2n1	108	3.7*	-56	-1	-1.2	-181	153*	181*	56*	0.1
O=C(Nc1cccnc1)C1CCCN(S(=O)(=O)c2cccc3nsnc23)C1 (stereo not drawn)	96	1.2	5	11	0.4	12	96	-13	-4	-0.6

Record cards (already shown):
Results for `CCn1c(C)csc1=NC(=O)c1ccccc1` : STAT3 act = 92; NF-kB neuron act = 1.3; STAT1 blocker = -1; STAT3 inh = 18; RAM inhibit = -0.8; APP transl inh = -20; STAT1 activator = 101; APP 5'UTR act = 20; FLuc inh counter = 13; Hsp70 act = 0.0
Results for `O=C(CCN1C(=O)c2ccccc2C1=O)NCc1ccco1` : STAT3 act = 98; NF-kB neuron act = 1; STAT1 blocker = -5; STAT3 inh = 0; RAM inhibit = 0.8; APP transl inh = 7; STAT1 activator = 104; APP 5'UTR act = -7; FLuc inh counter = -5; Hsp70 act = -0.3

Taken from the entries so far for reference:
SMILES	STAT3 act	NF-kB neuron act	STAT1 blocker	STAT3 inh	RAM inhibit	APP transl inh	STAT1 activator	APP 5'UTR act	FLuc inh counter	Hsp70 act
COc1cc2c(cc1NC(=O)CN(C)Cc1ccc(OC)c(OC)c1)oc1ccccc12	88	0.76	7	10	-0.5	13	93	-13	-8	-0.3
CCCNC(=O)C(Sc1ccccc1)c1ccccc1 (stereo not drawn)	102	1	5	0	2.6	11	96	-11	-11	-0.3
CC(=O)Nc1cccc(OCc2c(F)cccc2Cl)c1	90	0.91	5	17	-0.2	6	94	-6	1	0.2
